Source: PubChem (National Center for Advancing Translational Sciences (NCATS))
NIH3T3 tox – cytotoxic compounds in NIH 3T3 cells. NIH 3T3 viability, CellTiter-Glo ATP luminescence, 48-72 h. Potency, µM (series often up to 96.7 µM), inactives show top-dose activity change, negative = cytotoxicity, hits mostly inhibitors. 94,000 tested, 4.3% active. AID 1345082; note: potency is the fitted concentration of half-maximal effect; nearly all actives have a fitted effect of over 55% in size
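ATP-dependent luminescence (CellTiter-Glo) served as the viability signal for NIH 3T3 cells treated with compound for 48 or 72 hr at 37 °C.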
SNCA expr inhib – SNCA gene expression inhibition; HEK-293 SNCA-luciferase knock-in, luminescence, 24 h; 140,000 tested, 0.17% active; Potency, µM (series often up to 57.2 µM), for the others: at the highest dose activity change, negative = inhibition, most hits filed as inhibitors;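 note: potency is the fitted concentration of half-maximal effect; plate controls were DMSO cells for no effect and cell-free wells for full effect; nearly all actives have a fitted effect of over 45% in size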
HEK293 viab – cell viability loss counter-screen; AID 1671193; Potency, µM (titrated, usually from 57.1 µM), for the others: at the highest dose activity change, negative = cytotoxicity, actives largely listed as cytotoxic; HEK-293-SNCA-luc viability, GF-AFC fluorescence, 24 h; 150,000 tested, 0.12% active;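 note: potency is the fitted concentration of half-maximal effect; 0% = DMSO-treated cells and -100% = medium-only wells without cells; nearly all actives have a fitted effect of over 30% in size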
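Cytotoxicity counterscreen: after 24 h compound treatment of genome-edited SNCA-luciferase HEK-293 cells, live-cell protease substrate GF-AFC read by fluorescence after 30 min; activity scaled between DMSO (0%) and medium-only (-100%), curves Hill-fitted.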
HEK293 tox – HEK 293 cell cytotoxicity. HEK 293 viability, ATP luminescence (CellTiter-Glo), 48-72 h. Potency, µM (top dose mostly 115 µM), for inactives: at the highest dose activity change, negative = cytotoxicity, hits mostly inhibitors. 94,000 tested, 6.6% active. AID 1345083; note: potency is the fitted concentration of half-maximal effect; nearly all actives have a fitted effect of over 60% in size
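Luminescence from cellular ATP, measured with CellTiter-Glo, indicates HEK 293 viability. Cells plated at 250 cells/well are treated with compound for 48 or 72 hr at 37 degree Celsius before reagent addition.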
IP6K1 inh – inhibitors of human IP6K1 | AID 1645851 | activity change, % (series mostly up to about 58 µM) | 140,000 tested, 0.81% active | Q92551 | IP6K1 kinase, ADP-Glo luminescence, 2 h; active compounds read low; in the data active = activity change below about -25%
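ADP-Glo luminescence measures ADP made by human IP6K1 during a 2 h RT reaction with ATP/IP6 (mix at 1.3 mM/130 uM); top library doses 57.5 and 19.1 uM final.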
GPT2 inhibitor – inhibitors of human GPT2 alanine aminotransferase; Q8TD30; Recombinant GPT2, coupled pyruvate oxidase/HRP Amplex Red fluorescence; Potency, µM (doses to about 57.7 µM), for inactives: at the top dose activity change, negative = inhibition, hits mostly inhibitors; 100,000 tested, 0.25% active; AID 1671188; note: potency is the fitted concentration of half-maximal effect; nearly all actives have a fitted effect of over 60% in size; many of its hits are not listed in these tables
Target sequence (Q8TD30 whole entry, looked up): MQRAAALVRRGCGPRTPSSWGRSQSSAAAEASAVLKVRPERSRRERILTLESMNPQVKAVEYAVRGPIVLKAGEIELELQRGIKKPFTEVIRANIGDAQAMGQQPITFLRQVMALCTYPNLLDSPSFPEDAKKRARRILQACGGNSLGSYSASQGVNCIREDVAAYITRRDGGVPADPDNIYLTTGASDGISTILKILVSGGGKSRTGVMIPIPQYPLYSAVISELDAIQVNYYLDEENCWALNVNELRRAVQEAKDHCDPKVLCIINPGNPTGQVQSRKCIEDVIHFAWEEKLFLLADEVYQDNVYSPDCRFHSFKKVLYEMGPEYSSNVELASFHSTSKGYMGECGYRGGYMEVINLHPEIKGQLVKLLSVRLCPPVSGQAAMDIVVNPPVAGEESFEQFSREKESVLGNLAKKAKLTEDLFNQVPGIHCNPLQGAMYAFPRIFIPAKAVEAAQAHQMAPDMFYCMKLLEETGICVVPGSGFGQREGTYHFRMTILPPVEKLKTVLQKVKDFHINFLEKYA
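Fluorescence of coupled pyruvate oxidase/HRP/Amplex Red system (50uM Amplex, 30 min, dark) reports pyruvate formed by GPT2. Enzyme reaction: 10ng/uL GPT2, 2mM L-alanine, 250uM a-KG, 30 min room temperature, pH 7.5; 50uM AOA control.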
Luciferase inh – inhibitors of firefly (Photinus pyralis) luciferase; P08659; Potency, µM (top dose mostly 115 µM), without a hit: at the highest dose activity change, negative = inhibition, most hits filed as inhibitors; AID 1347043; 76,000 tested, 2.5% active; purified P. pyralis luciferase, luminescence, biochemical; note: potency is the fitted concentration of half-maximal effect; nearly all actives have a fitted effect of over 65% in size
Target sequence (P08659 whole entry, looked up): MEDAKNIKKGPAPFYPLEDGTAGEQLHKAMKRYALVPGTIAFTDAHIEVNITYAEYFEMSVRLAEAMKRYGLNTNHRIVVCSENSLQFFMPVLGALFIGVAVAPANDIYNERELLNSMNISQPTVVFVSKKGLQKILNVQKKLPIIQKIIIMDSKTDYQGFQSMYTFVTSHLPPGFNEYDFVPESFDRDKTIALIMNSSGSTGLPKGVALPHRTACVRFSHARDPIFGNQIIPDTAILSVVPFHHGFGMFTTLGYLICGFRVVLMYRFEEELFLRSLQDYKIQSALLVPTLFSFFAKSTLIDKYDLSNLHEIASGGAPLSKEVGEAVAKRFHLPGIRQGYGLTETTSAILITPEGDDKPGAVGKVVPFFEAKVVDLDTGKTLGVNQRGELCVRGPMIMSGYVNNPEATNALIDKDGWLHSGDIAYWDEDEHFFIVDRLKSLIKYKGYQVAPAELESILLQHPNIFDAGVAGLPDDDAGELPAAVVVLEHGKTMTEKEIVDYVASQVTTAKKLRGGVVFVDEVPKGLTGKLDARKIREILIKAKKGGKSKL
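Purified 10nM P. pyralis luciferase with 10uM D-luciferin and 10uM ATP in 50mM Tris acetate pH 7.5, 10mM Mg acetate, 0.01% Tween-20, 0.05% BSA. qHTS titration; luminescence read by CCD imager.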
* hit, by the source's call; i = inactive; ? = inconclusive; . = no result given; [ ] = another dose, or the depositor's remark. Unless noted, calls come from the whole dose curve; as a rule, active = well fitted curve in the direction sought with a large enough effect; inconclusive = small, poorly fitted or top-dose-only effect, or another doubt; inactive = no such curve, though single readings can be large; an effect the other way counts as inactive or inconclusive. Unless noted, % is set by controls: 0 for no effect and ±100 for the full control effect.

SMILES	NIH3T3 tox	SNCA expr inhib	HEK293 viab	HEK293 tox	IP6K1 inh	GPT2 inhibitor	Luciferase inh
COc1ccc(-c2nnc3n2CCN(C(=O)c2ccccc2Cl)C3)cc1	-19%	4%	-12%	-1%	-6	i	-5%
Cc1cccc(NC(=O)CSc2c(C)cnc3c2c(=O)n(C)c(=O)n3C)c1C	.	-7%	3%	.	-1	.	.
COc1cccc(-c2cnc3[nH]cc(CC(N)=O)c3c2)c1	71µM*	0%[87.6 µM]	4%[87.6 µM]	-19%[230 µM]	-44*	i	89µM*
CCOc1ccc(-c2cc3c(=O)n(Cc4nc(-c5ccc(OC)cc5OC)oc4C)ccn3n2)cc1Cl	.	50%[activator]	-25%	.	10	.	.
C=CCNC(=O)N1CCOC(CN(CC(C)C)C(=O)c2cccc(OC)c2)C1 (configuration not stated)	-23%	-23%	9%	-23%	11	i	-8%
O=C(CC1CCCC1)NCCc1noc(-c2cccnc2)n1	-4%	2%	11%[12.5 µM]	4%	9	i	-20%
CC(C)CNC(=O)c1nnn2c1COC(c1ccc(Br)cc1)C2 (configuration not stated)	-19%	14%	2%	-6%	-15	i	-4%
N#Cc1c[nH]n2c(NC3CCCCC3)c(-c3ccccc3F)nc12	.	-14%	-2%	.	7	.	.
CCc1ccc(CN2CCCC23Cc2ccccc2CNC3=O)s1 (configuration not stated)	?	-5%	6%	?	-8	i	.
O=C1NC2(CCCN(C(=O)c3cccnc3)C2)Oc2ccccc21 (configuration not stated)	-14%[138 µM]	-11%[87.6 µM]	-8%[87.6 µM]	-12%[172 µM]	18	i	-5%[172 µM]
Cc1cc(C)cc(NC(=O)CSc2oc(-c3cccs3)nc2S(=O)(=O)c2ccccc2)c1	.	13%	3%	.	-10	.	.
Cn1nc(C2CCCN(C(=O)Cc3ccccc3)C2)n(Cc2ccccc2)c1=O (configuration not stated)	i	19%	5%	2%	5	i	0%
CCCn1nc(C)c(NC(=O)CC[C@H]2NC(=O)c3ccccc3NC2=O)c1C	i	-3%	2%	-6%	15	i	5%
O=C1CCN(CC(O)C(F)(F)F)c2cc3c(cc2CN1CC1CC1)OCO3 (configuration not stated)	?	.	.	-9%	-4	.	.
Cc1cn(C)c(CC(=O)Nc2cccc(C#N)c2)c1C(=O)O	.	-12%	-2%	.	-11	.	.
CCC1CCCCN1S(=O)(=O)c1cc2c3c(c1)CC(=O)N3CCC2 (configuration not stated)	.	11%	-13%	.	-21	.	.
Cc1ccc(C(=O)N2CCC(N(C(=O)Cc3ccccc3)C3CCOCC3)CC2)cc1F	-35%	-8%	7%	-17%	14	3%	.
Cc1ccccc1CSc1ncc(CO)n1Cc1ccc(F)cc1	.	13%	-11%	.	-4	.	.
COc1ccc(-c2nc(S(=O)(=O)c3ccccc3)c(N3CCCCC3)o2)cc1	.	-15%	4%	.	-12	.	.
O=C(c1ccc(F)cc1)N1CCC2(CCc3nn(Cc4ccccc4)c(=O)n3CC2)CC1	?	-28%	8%	?	-13	i	.
Cc1noc(C)c1[S+](=O)([O-])N1CCc2nc(C(C)C)nc(-c3ccc(Cl)cc3)c2C1	-21%	-12%	1%	?	-4	-23%	-2%
CCN1c2cc(C(=O)N3CCN(c4ccccc4)CC3)ccc2C(=O)N2CCCCC21 (configuration not stated)	-20%	0%	15%[12.5 µM]	?	-17	i	-9%
COCCN1CCOC2(CCN([S+](=O)([O-])c3cccc(C)c3)CC2)C1=O	89µM*	-13%[87.6 µM]	-15%[87.6 µM]	1%[172 µM]	-2	-6%[88.5 µM]	2%[172 µM]
CC(C)C(=O)Nc1ccc(C2(C(=O)NC3CC3)CCCCC2)cc1	-10%	-1%	5%	-15%	5	-6%	-1%
O=C(NCc1cccc(F)c1)c1cccc(NC(=O)c2nsc3ccccc23)c1	.	67%[activator]	-10%	.	19	.	.

Next section, starting with the last 5 of the part before.
SMILES	NIH3T3 tox	SNCA expr inhib	HEK293 viab	HEK293 tox	IP6K1 inh	GPT2 inhibitor	Luciferase inh
Cc1noc(C)c1[S+](=O)([O-])N1CCc2nc(C(C)C)nc(-c3ccc(Cl)cc3)c2C1	-21%	-12%	1%	?	-4	-23%	-2%
CCN1c2cc(C(=O)N3CCN(c4ccccc4)CC3)ccc2C(=O)N2CCCCC21 (configuration not stated)	-20%	0%	15%[12.5 µM]	?	-17	i	-9%
COCCN1CCOC2(CCN([S+](=O)([O-])c3cccc(C)c3)CC2)C1=O	89µM*	-13%[87.6 µM]	-15%[87.6 µM]	1%[172 µM]	-2	-6%[88.5 µM]	2%[172 µM]
CC(C)C(=O)Nc1ccc(C2(C(=O)NC3CC3)CCCCC2)cc1	-10%	-1%	5%	-15%	5	-6%	-1%
O=C(NCc1cccc(F)c1)c1cccc(NC(=O)c2nsc3ccccc23)c1	.	67%[activator]	-10%	.	19	.	.
COc1cccc(CNC(=O)CN2N=C(c3ccc(C)cc3)CCC2=O)c1	.	8%	5%	.	-11	.	.
CCOc1ccc2c(n1)CCN(C(=O)COc1cccc(C)c1)C2	?	16%	12%[12.5 µM]	-23%	0	3%	-13%
COc1ccc(CN2CCOc3nc(-c4cc5ccccc5o4)ncc3C2=O)cc1	-14%[138 µM]	-1%[87.6 µM]	-9%[87.6 µM]	?	-1	-1%[88.5 µM]	3.5µM*
CC(C)OCCCNC(=O)CCCn1c(SCC(N)=O)nc2c(sc3ccccc32)c1=O	.	19%	-5%	.	16	.	.
Cc1ccc([N+](=O)[O-])cc1S(=O)(=O)N1CCn2cccc2C1c1ccccc1 (configuration not stated)	.	-9%	7%	.	-5	.	.
COc1ccc(C2=NN(S(C)(=O)=O)C(c3cn(-c4ccccc4)nc3-c3cccs3)C2)cc1 (configuration not stated)	.	-11%	7%	.	18	.	.
c1ccc(CCc2nnc3n2CCNCC3)cc1	-1%	-8%	-3%	-9%	2	i	-2%
CC(C)c1nncn1C1CCN(S(=O)(=O)Cc2cccc(Cl)c2)CC1	-16%	-6%	10%	-1%	1	-8%	-6%
Cc1ccc(NC(=O)Cn2c(=O)oc3ccccc32)cc1C	.	34%[activator]	14%	.	37	.	.
Cc1cccc(=O)n1CCC(=O)N1CCCCC(N)C1 (configuration not stated)	-12%	-15%	-17%	-14%	6	-18%	11%
O=c1[nH]c(C2CCCN(Cc3cccc4ccccc34)C2)nn1-c1ccc(Cl)cc1 (configuration not stated)	?	-16%	12%	?	12	1%	-5%
Cn1cccc1CN1CCC2(CC1)C(=NC1CCCCC1)NC(=O)N2c1cccnc1	i	16%	3%	i	6	?	.
CCC(=O)N1C[C@@H]2CCCN3CCC[C@@H]([C@H]23)[C@H]1CCCC(=O)NC	i	2%	5%	0%	-1	1%	-1%
Cn1c(=O)c2ccnn2c2ccc(C(=O)Nc3ccc(N4CCOCC4)cc3)cc21	?	11%	-8%	?	-7	i	-11%
Fc1ccc2c(c1)nc1n2[C@@H](CNC2CCC2)COC1	71µM*	-12%[87.6 µM]	-2%[87.6 µM]	?	1	i	-5%[230 µM]
CC(=O)O[C@H]1C[C@@H]2CC[C@@H]3[C@H](CC[C@@]4(C)[C@H]3C[C@H]([N+]3(C)CCCCC3)[C@@H]4OC(C)=O)[C@@]2(C)C[C@@H]1[N+]1(C)CCCCC1	.	-9%	8%	.	.	-1%	.
C=C1C(=O)O[C@@H]2C[C@@]3(C)C[C@@H](O)C[C@H](C)C3=C[C@H]12	.	.	?	.	-5	i	.
CCC(=O)C(=O)N1CCC2(CCCN(Cc3ccc(C(C)C)cc3)C2=O)C1 (configuration not stated)	?	-16%	2%	?	2	?	2%
O=C([C@@H]1C[C@H](Oc2ccccc2)CN1C(=O)c1cccs1)N1CCOCC1	2%	25%	-2%	-1%	-2	i	8%
CC(C)CCNC(=O)N1CCC(OC2CCN(S(C)(=O)=O)CC2)CC1	-9%	-14%	10%	-12%	-9	i	-3%
COc1cccc(CN2CC(Oc3ccccc3C(=O)NC3CC3)C2)n1	-12%	1%	?	?	-17	-4%	1%
CCCS(=O)(=O)Nc1ccc2n(c1=O)C[C@H]1C[C@@H]2CN(C(=O)c2ccc(-c3ccccc3)cc2)C1	-8%	38%[activator]	1%	-13%	-10	-2%	-21%
Cc1cccc(NC(=O)Nc2ccc(C)n(CC(=O)NC(C)C)c2=O)c1	-24%	6%	5%	?	-8	i	7.1µM*
CC(=O)N1CCC(C(=O)N2CCN3C(=O)CNC(=O)[C@H]3C2)CC1	-2%[174 µM]	11%[87.6 µM]	16%[87.6 µM]	-16%[172 µM]	7	i	-10%[172 µM]
CCc1ccccc1Nc1cc(C(=O)NC(C)c2ccccc2)c2ccccc2n1 (configuration not stated)	.	?	-20%	.	15	.	.

In another format: two of the compounds above.
SMILES | NIH3T3 tox | SNCA expr inhib | HEK293 viab | HEK293 tox | IP6K1 inh | GPT2 inhibitor | Luciferase inh
COc1cccc(CN2CC(Oc3ccccc3C(=O)NC3CC3)C2)n1 | -12% | 1% | ? | ? | -17 | -4% | 1%
CCCS(=O)(=O)Nc1ccc2n(c1=O)C[C@H]1C[C@@H]2CN(C(=O)c2ccc(-c3ccccc3)cc2)C1 | -8% | 38%[activator] | 1% | -13% | -10 | -2% | -21%

More results
SMILES	NIH3T3 tox	SNCA expr inhib	HEK293 viab	HEK293 tox	IP6K1 inh	GPT2 inhibitor	Luciferase inh
CCC(=O)N1CCN(c2nc3c(s2)CC(C(=O)NCc2ccc(F)cc2)CC3)CC1 (configuration not stated)	-16%	2%	-2%	?	16	-20%	-9%
CCC1=C(C)C(=O)C(C)CC12C(=O)CCC2C(=O)O (configuration not stated)	.	.	2%	.	-5	i	.
CCn1nccc1C(=O)N1CCC(c2nc(C3CCOCC3)no2)CC1	-26%	?	?	-13%	3	i	-7%
COc1ccccc1-n1nc(-c2c(C)nc3scc(CC(=O)NCc4ccco4)n3c2=O)cc1C	-17%	0%	-1%	i	19	3%	-4%
CCC(CC)C(=O)Nc1cc(-c2ccccc2F)nn1-c1ccccc1	.	?	12%	.	30	.	.
COc1cc(SC)ccc1C(=O)N[C@H]1C[C@@](O)(C(=O)N[C@H]2CCCNC2=O)C[C@@H](O)[C@@H]1O	-8%	13%	10%	-16%	-9	3%	-2%
Cc1ccc(Oc2c(C(F)(F)F)oc3c(CN4CCCCC4C)c(O)ccc3c2=O)cc1 (configuration not stated)	.	-23%	-10%	.	-14	.	.
Cc1cccc(CNC(=O)CN2C(=O)C3CCCCN3c3ccc(C(=O)N4CCCC4)cc32)c1 (configuration not stated)	.	-1%	-11%	.	10	.	.
O=C(C1CC1)N1CCC(C(=O)N2CCC(c3ccccc3)CC2)CC1	?	-5%[87.6 µM]	4%[87.6 µM]	-26%[172 µM]	30	-8%[88.5 µM]	.
